Rab9 prom act: qHTS Assay for Rab9 Promoter Activators | Huh7 Rab9 promoter-luciferase reporter, luminescence, 24 h | Potency, µM (highest dose often 9.22 µM), for the others: at the top dose activation, negative = inhibition, actives largely listed as activators | 320,000 tested, 2.8% active; further: potency means the concentration at half of the fitted maximal effect; % of control where 0% means no effect; nearly all actives have a fitted effect of over 60% in size
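Luminescence read-out: Huh7 cells stably expressing Rab9-luciferase, treated 24 h with compound at 37 °C, then lysed with luciferase reagent for 10 min at ambient before reading.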
FLuc modulator: qHTS profiling assay for firefly luciferase inhibitor/activator using purifed enzyme and Km concentrations of substrates (counterscreen for miR-21 project); AID 588342, 2011; 360,000 tested, 6.9% active; purified FLuc, Km substrates, luminescence inhibition; Potency, µM (series often up to 57.5 µM), for the others: at the top dose activity change, negative = inhibition, hits mostly inhibitors; Luciferin 4-monooxygenase (Photinus pyralis), P08659;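 further: potency means the concentration at half of the fitted maximal effect; plate controls were vehicle for no effect and reference inhibitor for full effect; nearly all actives have a fitted effect of over 55% in size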
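Purified P. pyralis luciferase (10nM final) with 10uM D-luciferin and 10uM ATP (Km levels) in 50mM Tris acetate pH 7.5, 10mM Mg acetate, 0.01% Tween-20, 0.05% BSA; qHTS 6-point titration, ~60 µM downward; luminescence read.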
Menin MLL FP TR: qHTS Assay for Inhibitors Targeting the Menin-MLL Interaction in MLL Related Leukemias: Competition With Texas Red Labeled MLL-derived Mutant Peptide; 270,000 tested, 0.23% active; Menin + Texas Red MLL mutant peptide, fluorescence polarization; Potency, µM (top dose mostly 61.6 µM), for inactives: at the top dose FP activity change, negative = inhibition, usual class: inhibitors; AID 1768, 2009; O00255; active means well fitted inhibition curve with a large enough effect in the polarisation, with a control signal flat, not every such curve was filed as active; inconclusive means small, poorly fitted or top-dose-only effect, or effect the other way, or a change in a side signal; inactive means no such curve, though single readings can be large or run the other way; the % refers to the polarisation; further: potency means the concentration at half of the fitted maximal effect; % of control where 0% means no effect; many of its hits are not listed in these tables
Target sequence (O00255 whole entry, looked up): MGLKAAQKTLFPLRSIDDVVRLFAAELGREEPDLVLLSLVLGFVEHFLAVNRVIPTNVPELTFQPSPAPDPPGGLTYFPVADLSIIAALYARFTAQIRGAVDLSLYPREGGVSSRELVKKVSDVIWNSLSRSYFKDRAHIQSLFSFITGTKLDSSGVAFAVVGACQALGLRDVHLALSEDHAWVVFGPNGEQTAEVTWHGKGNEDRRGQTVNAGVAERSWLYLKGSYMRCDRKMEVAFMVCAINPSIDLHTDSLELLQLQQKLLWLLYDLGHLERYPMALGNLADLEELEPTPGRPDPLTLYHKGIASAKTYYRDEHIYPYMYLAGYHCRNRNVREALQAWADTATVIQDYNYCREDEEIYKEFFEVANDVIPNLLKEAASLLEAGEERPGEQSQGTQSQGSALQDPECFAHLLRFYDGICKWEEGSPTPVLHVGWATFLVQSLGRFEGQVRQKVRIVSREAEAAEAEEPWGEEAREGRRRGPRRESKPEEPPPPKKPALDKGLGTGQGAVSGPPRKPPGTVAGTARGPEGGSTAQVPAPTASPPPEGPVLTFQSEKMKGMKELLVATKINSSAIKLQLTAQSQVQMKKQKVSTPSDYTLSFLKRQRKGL
ELG1 repair inh: qHTS screen for small molecules that inhibit ELG1-dependent DNA repair in human embryonic kidney (HEK293T) cells expressing luciferase-tagged ELG1 | Potency, µM (top dose mostly 46.1 µM), inactives show at the top dose activity change, negative = inhibition, most hits filed as inhibitors | AID 504467, 2011 | HEK293T ELG1-luciferase reporter, luminescence, 16 h; DNA damage induced by 5-fluorouridine | 330,000 tested, 2.3% active; further: potency means the concentration at half of the fitted maximal effect; on the % scale 0 is the no-effect control and ±100 the full control effect; nearly all actives have a fitted effect of over 55% in size
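DMSO vehicle served as the neutral condition. Each well held 2,000 cells given 5-fluorouridine plus compound; after 16 hr at 37 °C/5% CO2, ONE-Glo was added and luciferase measured 30 min later.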
RORg inh: qHTS for inhibitors of ROR gamma transcriptional activity. 310,000 tested, 5.4% active. Drosophila S2 Gal4-RORgamma UAS-luciferase reporter, 20 h. AID 2551, 2010. Potency, µM (titrated, usually from 53.6 µM), without a hit: at the highest dose activity change, negative = inhibition, hits mostly inhibitors. Nuclear receptor ROR-gamma (Mus musculus), P51450; further: potency means the concentration at half of the fitted maximal effect; on the % scale 0 is the no-effect control and ±100 the full control effect; nearly all actives have a fitted effect of over 60% in size
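Stably transfected Drosophila Schneider cells are the test system, with ROR gamma fused to Gal4 and luciferase under UAS control; luminescence is read after 20 hr of 700 uM copper sulfate induction at ambient temperature.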
PKM2 activator: qHTS Assay for Activators of Human Muscle isoform 2 Pyruvate Kinase; Pyruvate kinase PKM (Homo sapiens), P14618; purified PKM2, Kinase-Glo ATP luminescence, activation; response scale: 0% is enzyme alone, no compound; Potency, µM (top dose mostly 57.5 µM), for inactives: at the highest dose activation, usual class: activators; 260,000 tested, 0.34% active; AID 1631, 2009; further: potency means the concentration at half of the fitted maximal effect; on the % scale 0 is the no-effect control and ±100 the full control effect; nearly all actives have a fitted effect of over 55% in size
Target sequence (P14618 whole entry, looked up, canonical isoform): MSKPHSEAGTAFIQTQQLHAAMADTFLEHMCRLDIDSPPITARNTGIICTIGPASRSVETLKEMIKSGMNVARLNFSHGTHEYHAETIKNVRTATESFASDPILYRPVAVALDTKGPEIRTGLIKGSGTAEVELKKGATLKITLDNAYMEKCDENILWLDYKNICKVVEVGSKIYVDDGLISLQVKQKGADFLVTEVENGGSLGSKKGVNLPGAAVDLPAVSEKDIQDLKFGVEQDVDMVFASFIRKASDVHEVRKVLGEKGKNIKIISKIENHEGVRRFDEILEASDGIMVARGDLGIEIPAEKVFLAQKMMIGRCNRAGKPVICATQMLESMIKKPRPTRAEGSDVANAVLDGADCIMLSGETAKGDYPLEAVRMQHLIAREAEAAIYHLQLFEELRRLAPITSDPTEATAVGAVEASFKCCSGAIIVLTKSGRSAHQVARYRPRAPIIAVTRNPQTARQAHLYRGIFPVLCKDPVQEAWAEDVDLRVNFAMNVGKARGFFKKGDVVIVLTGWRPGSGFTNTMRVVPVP
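Purified hPK-M2 (>95% pure) converted ADP (0.1 mM final) to ATP with 0.5 mM PEP in 50 mM imidazole pH7.2, KCl, MgCl2, Tween 20, BSA; 1 h at room temperature. ATP detected by Kinase-Glo luminescence.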
KCNH2 3.1 block: qHTS for Inhibitors of KCHN2 3.1: Mutant qHTS | Potassium voltage-gated channel subfamily H member 2, brain isoform KCNH2 3.1 (human) | 340,000 tested, 0.95% active | U2OS KCNH2 3.1, thallium flux FluxOr; hits give low values | activity change, % (tested at about 1.8 µM);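 active means maximum activity change below -70%; inconclusive means maximum activity change from -70% to -50%; inactive means maximum activity change above -50%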;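 further: thallium influx rate constant from kinetic fluorescence after stimulation buffer; on the % scale 0 is the no-effect control and ±100 the full control effect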
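Measured as rate of thallium-driven FluxOr signal in transduced U2OS cells carrying the 3.1 channel, read kinetically for 2 min upon stimulation; values are rate constants scaled to DMSO control wells.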
Gal4-VP16 FLuc: VP16 counterscreen qHTS for inhibitors of ROR gamma transcriptional activity; Potency, µM (top dose mostly 53.6 µM), without a hit: at the highest dose activity, negative = inhibition, usual class: inhibitors; Drosophila S2 Gal4-VP16 UAS-luciferase, luminescence, 20 h; 310,000 tested, 3.5% active;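 further: Gal4-VP16 expression switched on by copper sulfate through the metallothionein promoter; potency means the concentration at half of the fitted maximal effect; on the % scale 0 is the no-effect control and ±100 the full control effect; nearly all actives have a fitted effect of over 50% in size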
MBNL1-CUG inh: qHTS Assay for Inhibitors of MBNL1-poly(CUG) RNA binding; Muscleblind-like protein 1 (Homo sapiens), Q9NR56; 280,000 tested, 0.036% active; TR-FRET MBNL1-His/biotin-(CUG)12 binding, 665/545 ratio; Potency, µM (series often up to 57.5 µM), inactives show at the top dose activity change, negative = inhibition, usual class: inhibitors; active means well fitted inhibition curve with a large enough effect in the signal ratio, with a control signal flat, not every such curve was filed as active; inconclusive means small, poorly fitted or top-dose-only effect, or effect the other way, or a change in a side signal; inactive means no such curve, though single readings can be large or run the other way; the % refers to the signal ratio; further: potency means the concentration at half of the fitted maximal effect; on the % scale 0 is the no-effect control and ±100 the full control effect
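Compounds (final 92 nM to 58 uM) are added to His-tagged MBNL1 and biotin-(CUG)12, then terbium anti-His antibody and streptavidin-XL665 (5 nM final). After 60 min at room temperature, the 665/545 nm ratio is read.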
Mito fusion yeast: qHTS Assay for Small Molecule Inhibitors of Mitochondrial Division or Activators of Mitochondrial Fusion | Potency, µM (series often up to 46.1 µM), without a hit: at the highest dose growth rescue (activation), usual class: activators | AID 485298, 2010 | S. cerevisiae fusion-defective mutant growth rescue, CellTiterGlo 48 h | 320,000 tested, 0.23% active;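 further: potency means the concentration at half of the fitted maximal effect; % of control where 0% means no effect; nearly all actives have a fitted effect of over 45% in size; temperature-sensitive fusion mutants such as fzo1-1 at 37 °C on non-fermentable ethanol glycerol medium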
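Luminescent cell viability in 1536-well qHTS format served as the measure of rescued growth in ts fusion-mutant S. cerevisiae cultured on non-fermentable YPEG for 48 hours at 37C.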
NPC1 promoter act: qHTS Assay for NPC1 Promoter Activators; Huh7 NPC1 promoter luciferase reporter, 24 h; AID 485313, 2010; Potency, µM (series often up to 9.22 µM), for the others: at the highest dose activation, hits mostly activators; 320,000 tested, 2.4% active;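 further: potency means the concentration at half of the fitted maximal effect; % of control where 0% means no effect; nearly all actives have a fitted effect of over 60% in size; reporter is driven by a mutant NPC1 promoter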
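Huh7 cells stably carrying NPC1 promoter–luciferase, plated in Opti-MEM with 10% FBS for 2 h, were exposed to compound in DMSO for 24 h at 37 °C; luciferase reagent was added for 10 min and luminescence read.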
* hit, by the source's call; ? = inconclusive; · = no result given; [ ] = remark or other dose. Unless noted, the call rests on the fitted dose curve; in most records, active means well fitted curve in the direction sought with a large enough effect; inconclusive means small, poorly fitted or top-dose-only effect, or another doubt; inactive means no such curve, though single readings can be large; an effect the other way counts as inactive or inconclusive.

SMILES	Rab9 prom act	FLuc modulator	Menin MLL FP TR	ELG1 repair inh	RORg inh	PKM2 activator	KCNH2 3.1 block	Gal4-VP16 FLuc	MBNL1-CUG inh	Mito fusion yeast	NPC1 promoter act
CCCCC1=CC2=CC(=O)C(C)(OC(=O)CC)C(=O)C2=CN1Cc1ccc(OC)cc1 (stereo unspecified)	-11%	-1%	-19%[11.7 µM]	-13%	19%	-10%[11.5 µM]	-14	-12%	?	-17%	-2%
COc1cc(/C=N/NC(=O)c2sc3nc(C)cc(C)c3c2N)ccc1O	-7%	5.4µM*	·	0%	0%	0%	-4	2%	-4%	0%	-3%
N=C1/C(=C\c2ccc(-c3cc(Cl)cc(Cl)c3)o2)C(=O)N=C2SC=C(c3ccccc3)N12	0%	9%	?	1%	22%	-1%	3	-12%	-1%	-5%	0%
CC(C)NC(=S)N=Nc1c(O)[nH]c2ccc([N+](=O)[O-])cc12	-2%	-1%	?	-19%	-7%	7%	7	1%	·	-5%	-13%
Cc1cc(C)c(OCCCn2ccnc2)c(C)c1	-2%	0%	-4%	3%	13µM*	-1%	16	?	1%	-13%	5%
CCC(C)NC(=O)c1ccc2c(SCC(=O)O)c3c(nc2c1)CCCC3 (stereo unspecified)	1%	?	-17%	2%	-3%	-1%	3	-12%	7%	0%	-1%
CN(Cc1ccccc1)c1nc(-c2ccc([N+](=O)[O-])cc2)nc2ccccc12	0%	10%	10%	14%	28%	0%	-8	-17%	1%	-2%	-1%
O=C(CN1CCOCC1)Nc1ccc(N2CCN(c3ccccc3)CC2)c(F)c1	1%	0%	-8%	?	-5%	-6%	-8	7%	-5%	16%	0%
O=C1CSC(c2ccccn2)N1c1ccc2ccccc2c1 (stereo unspecified)	-4%	-2%	6%	-2%	16%	-2%	-7	0%	10%	-3%	1%
FC(F)(F)c1cc(CCN2C(=S)NC[C@@H]2Cc2ccccc2)cc(C(F)(F)F)c1	4%	-3%	11%	3%	3.5µM*	-1%	-10	2.8µM*	20%	-8%	-3%
O=C(c1ccco1)N1CCN(Cc2nc3ccc([N+](=O)[O-])cc3c(=O)n2-c2ccccc2F)CC1	-1%	1%	-2%	23µM*	2%	7%	-18	-16%	?	-1%	-2%
CCOc1cc(C(c2c(C)[nH][nH]c2=O)c2c(C)[nH][nH]c2=O)ccc1O	2%	9%	4%	7%	-25%	14%	2	-8%	-16%	1%	1%
Cc1ccc(N(C(=O)C2CCC(=O)N2)C2(C(=O)NC3CCCC3)CCCCC2)cc1 (stereo unspecified)	0%	5%	-4%	-4%	-25%	-1%	6	-3%	4%	-2%	0%
O=C(c1ccc2c(c1)OCO2)N1CCCC(c2ccccc2)C1 (stereo unspecified)	6%	?	-19%	6%	33%	0%	-21	4%	6%	3%	1%
Cc1ccc(NC(=O)c2cc(S(=O)(=O)N3CCCCC3)c[nH]2)cc1C	0%	2%	?	5%	-23%	2%	8	-18%	-1%	-3%	-1%
CN(C)c1ccc(/C=C(/NC(=O)c2ccccc2Cl)C(=O)NCCN2CCOCC2)cc1	2%	-9%	-27%	2%	7%	·	9	-12%	?	-6%	-5%
CSc1nc2c(c(=O)[nH]1)C(c1cccc(Cl)c1)CC(=O)N2 (stereo unspecified)	4%	-15%	-13%	12%	0%	0%	-6	8%	-2%	4%	3%
Cc1cccc2c(N=O)c(O)[nH]c12	-2%	5%	·	14%	6%	3%	-19	-2%	?	0%	-3%
Cc1ccc(NC(=O)CCc2nc3sc4c(c3c(=O)[nH]2)CCCC4)nc1	-5%	1%	·	14%	·	·	-2	·	·	-11%	-1%
Cc1onc(-c2c(Cl)cccc2Cl)c1C(=O)ONC(=O)c1ccccc1	-1%	-2%	·	?	-2%	-1%	-17	12%	-1%	0%	1%
CCOP(=O)(/C(C#N)=C(/O)c1ccccc1)c1ccccc1 (stereo unspecified)	0%	-5%	·	13%	-7%	-5%	-9	-3%	-8%	2%	-6%
COc1cccc2c1Oc1ncccc1N(C(=O)CCC(=O)NCc1cccc(C)c1)C2	0%	-1%	·	-3%	4%	·	-5	?	1%	2%	-4%
CN1CCc2c(OCc3ccc(F)cc3)cccc2C1=O	-8%	-11%	-21%	10%	1%	1%	-19	-4%	·	-4%	-8%
Cc1ccc(NC(=O)CN2CCOCC2)cc1C	18%	4%	3%	?	4%	3%	-10	5%	3%	3%	-2%
COc1ccc(CNC(=O)c2ccc(Cl)c(S(=O)(=O)N3CCOCC3)c2)cc1OC	-22%	1%	·	?	·	·	8	·	·	0%	-19%
(listing goes on)
SMILES	Rab9 prom act	FLuc modulator	Menin MLL FP TR	ELG1 repair inh	RORg inh	PKM2 activator	KCNH2 3.1 block	Gal4-VP16 FLuc	MBNL1-CUG inh	Mito fusion yeast	NPC1 promoter act
O=C(O)c1ccc(/C=N/NC(=O)c2ccc3c(c2)OCCO3)cc1	1%	6.7µM*	·	·	?	·	-7	-26%	?	-11%	0%
CC(=O)c1ccc(N2CCN(C(=O)c3cc4c(-c5ccccc5F)nn(C)c4s3)CC2)cc1	2%	-3%	-13%	18µM*	?	-7%	9	?	15%	0%	2%
COCCCn1c(=O)c2ccccc2n(CC(=O)NCCC2=CCCCC2)c1=O	-2%	0%	?	-2%	-11%	-1%	-4	1%	-7%	-15%	-6%
COc1ccc(OCCSc2nnc(Cc3cccc4ccccc34)n2N)cc1	1%	2%	-22%	-16%	-67%	14%	-18	?	1%	-16%	-2%
O=C(Cc1ccc(S(=O)(=O)N2CCOCC2)s1)NCCC(c1ccccc1)c1ccccc1	-2%	0%	?	-25%	-2%	2%	-28	21%	1%	-4%	-2%
CN(C(=O)COc1ccccc1C(=O)NCCOc1ccccc1)c1ccccc1	-20%	?	-18%	10µM*	?	0%	1	7.9µM*	9%	16%	-2%
CCCS(=O)(=O)N1CCN(CCCc2ccccc2)CC1	-2%	3%	-5%	13%	6%	2%	-13	2%	4%	-9%	1%
Cc1ccc2cc(CCNC(=O)c3cccc([N+](=O)[O-])c3)c(=O)[nH]c2c1	1%	-6%	11%	?	0%	-1%	20	-8%	?	-11%	1%
CCCOc1cccc(NC(=O)c2cc(C)oc2C)c1	9%	?	12%	-23%	18%	-1%	2	2%	-5%	2%	7%
O=S(=O)(N1CCCCC1)N1CCN(c2ccc(F)cc2)CC1	-1%	-1%	-7%	1%	30%	0%	-6	-9%	-3%	5%	-2%
CCc1cccc(C)c1N1C(=O)CC(C)(C)CC1=O	-3%	3%	·	-2%	-8%	-3%	10	5%	-6%	2%	3%
COc1ccc(-n2ncc3c2CC(C)(C)CC3NC(=O)CCn2nc(C)cc2C)cc1 (stereo unspecified)	0%	-2%	·	-7%	-11%	·	2	-6%	-2%	5%	1%
CC(=O)Oc1ccc(N2C(=O)C3C(C2=O)C2C=CC3C23CC3)cc1[N+](=O)[O-] (stereo unspecified)	2%	0%	2%	22%	-28%	-2%	-5	-10%	17%	-6%	1%
O=C(COC(=O)c1ccc(S(=O)(=O)N2CCCC2)cc1)Nc1cccc(Br)c1	11%	·	·	11%	·	·	0	·	·	6%	1%
NS(=O)(=O)c1ccc(CCNC(=O)c2cc(-c3ccccc3)nc3ccccc23)cc1	-18%	?	8%	?	23%[10 µM]	-1%	-12	-13%	·	1%	-1%
CCC1(c2ccccc2)NC(=O)N(CC(=O)NCCN2C(=O)S/C(=C\c3cccnc3)C2=O)C1=O (stereo unspecified)	8%	0%	·	11%	·	·	1	·	·	2%	6%
CCn1c(=O)c2sccc2n2c(CCCC(=O)N3CCN(c4ccccn4)CC3)nnc12	9%	-3%	·	8%	12%	·	5	0%	-21%	3%	-7%
COc1ccc(C(CC(=O)c2ccc(C)cc2)Nc2ccc([N+](=O)[O-])cc2)cc1 (stereo unspecified)	-3%	-11%	-16%	-6%	19%	0%	-20	-16%	·	21%	-2%

Bioassay records deposited in PubChem by National Center for Advancing Translational Sciences (NCATS).

A portion of the library, so the mix of outcomes need not match the whole.
